TR SRC2 fluor cs: alters Texas Red total fluorescence, flagging assay interference | TRb/SRC2 Texas Red total fluorescence interference | Potency, µM (series often up to 106 µM), without a hit: top-dose fluorescence change, negative = quenching | 0.29% of 280,000 active; active = well fitted curve in either direction with a large enough effect; inconclusive = small, poorly fitted or top-dose-only effect
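Human TRb ligand-binding domain at 0.6 uM with 20 nM Texas Red SRC2 peptide in Tris buffer containing 1 uM T3 and 5% DMSO, incubated with compound 5 h at ambient temperature. Total fluorescence (555/632 nm) calculated as parallel + 2 × perpendicular.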
ALDH1A1 block: blocks purified human ALDH1A1 activity. 7.3% of 220,000 active. P00352. Potency, µM (highest dose often 75.3 µM), for the others: at the top dose activity, negative = inhibition, hits mostly inhibitors. Purified ALDH1A1, NADH fluorescence, propionaldehyde substrate. AID 1030; active = well fitted inhibition curve with a large enough effect, not every such curve was filed as active; inconclusive = small, poorly fitted or top-dose-only effect, or another doubt; inactive = no such curve, though single readings can be large or run the other way;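 note: plate controls were no enzyme wells and a reference inhibitor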
Tau FP inhib: blocks human tau fibril formation measured by polarization; P10636; K18 P301L tau heparin fibrillization, Alexa594 FP, 6 h; Potency, µM (doses to about 57.7 µM), inactives show top-dose activity, negative = inhibition, usual class: inhibitors; 0.39% of 280,000 active; note: nearly all actives have a fitted effect of over 55% in size
Target sequence (P10636 561-689 P618L limits assumed): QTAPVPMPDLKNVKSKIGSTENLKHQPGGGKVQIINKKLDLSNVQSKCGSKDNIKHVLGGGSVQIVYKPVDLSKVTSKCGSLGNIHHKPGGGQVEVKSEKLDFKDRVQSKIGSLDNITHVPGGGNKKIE
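Compound effects on tau fibrillization are measured by Alexa 594 fluorescence polarization (ex 555, em 632 nm). K18 P301L tau is used at 15 uM with 0.24 uM labeled tracer, and 20 uM heparin induces aggregation over 6 hr at 37 C.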
aGal spleen mod: inhibits or activates alpha-galactosidase in human spleen homogenate. Potency, µM (doses to about 80 µM), for inactives: top-dose activity change, negative = inhibition, actives largely listed as inhibitors. human spleen homogenate, 4MU-alpha-Gal fluorescence, 40 min. 0.008% of 240,000 active. P06280;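 note: 0% = enzyme with vehicle and -100% = no enzyme basal signal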
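qHTS titration in buffer at pH 5.0. Alpha-galactosidase activity in spleen homogenate was measured via 4-methylumbelliferone release from 1 mM fluorogenic substrate after 40 min at 37C and a pH 10 stop. AC50 came from Hill fits of control-normalized data.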
TRb-SRC2 inh: TRbeta-SRC2 interaction inhibition | P10828 | TRbeta-SRC2 peptide binding, fluorescence polarization; receptor liganded with 1 µM T3 | Potency, µM (titrated, usually from 106 µM), for inactives: at the highest dose activity change, negative = inhibition, actives largely listed as inhibitors | 0.065% of 280,000 active;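 note: plate controls were bound peptide for no effect and peptide without receptor for full effect; nearly all actives have a fitted effect of over 50% in size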
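Polarization signal, normalized between peptide-alone and full complex controls, measured compound effects on T3-liganded human TRb LBD (0.6 uM) binding 20 nM Texas Red SRC2 peptide after 5 hr.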
L3MBTL1 block: L3MBTL1 (human) inhibition. Q9Y468. AlphaScreen L3MBTL1–H3K9me1 peptide binding. Potency, µM (titrated, usually from 57.1 µM), without a hit: at the top dose activity, negative = inhibition, usual class: inhibitors. 0.66% of 230,000 active. AID 485360; note: nearly all actives have a fitted effect of over 60% in size
Target sequence (Q9Y468 whole entry, looked up): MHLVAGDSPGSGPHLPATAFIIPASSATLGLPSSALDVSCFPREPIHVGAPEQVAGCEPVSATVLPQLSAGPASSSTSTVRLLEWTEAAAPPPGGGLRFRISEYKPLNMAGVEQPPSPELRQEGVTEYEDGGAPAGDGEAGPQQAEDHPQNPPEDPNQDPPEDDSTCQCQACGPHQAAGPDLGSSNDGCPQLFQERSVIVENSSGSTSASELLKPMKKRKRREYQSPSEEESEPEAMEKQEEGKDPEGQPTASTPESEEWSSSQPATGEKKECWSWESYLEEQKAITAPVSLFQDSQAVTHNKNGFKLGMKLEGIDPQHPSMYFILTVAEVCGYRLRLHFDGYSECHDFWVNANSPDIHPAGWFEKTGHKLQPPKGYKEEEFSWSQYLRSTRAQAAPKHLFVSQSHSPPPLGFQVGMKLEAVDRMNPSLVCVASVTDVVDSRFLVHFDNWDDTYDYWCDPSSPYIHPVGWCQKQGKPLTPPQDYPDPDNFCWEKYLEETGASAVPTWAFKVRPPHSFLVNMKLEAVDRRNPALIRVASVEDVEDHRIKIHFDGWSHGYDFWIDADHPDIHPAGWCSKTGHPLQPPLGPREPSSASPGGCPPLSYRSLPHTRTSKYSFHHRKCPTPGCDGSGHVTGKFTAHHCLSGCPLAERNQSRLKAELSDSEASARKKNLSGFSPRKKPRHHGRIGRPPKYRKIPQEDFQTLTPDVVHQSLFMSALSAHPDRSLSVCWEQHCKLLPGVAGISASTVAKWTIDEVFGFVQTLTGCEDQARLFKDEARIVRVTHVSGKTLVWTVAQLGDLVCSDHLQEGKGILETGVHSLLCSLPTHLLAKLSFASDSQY
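L3MBTL1 (50 nM) pre-complexed 30 min with biotinylated H3(1-15)K9me1 peptide (75 nM), then compounds added for 30 min at room temperature; AlphaScreen streptavidin donor/nickel chelate acceptor beads (10 ug/mL final) read after 30 min dark incubation.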
Tau fibril ThT: tau fibrillization inhibition (ThT binding). P10636. recombinant tau K18 P301L, heparin-induced fibrillization, ThT fluorescence. Potency, µM (doses to about 57.4 µM), for inactives: top-dose activity, negative = inhibition, most hits filed as inhibitors. 2.1% of 270,000 active; note: nearly all actives have a fitted effect of over 55% in size
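Recombinant human tau K18 fragment […] carrying P301L, 15 uM unlabeled plus 0.24 uM Alexa 594-labeled, was fibrillized with 20 uM heparin in 100 mM sodium acetate pH 7 for 6 hr at 37 C; 30 uM ThT fluorescence read after 1 hr.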
Tau fluor counter: counter-screen for tau fibril formation inhibitors; 0.93% of 280,000 active; tau K18 P301L (four-repeat tau fragment) Alexa594 fluorescence, heparin fibrillization; AID 1463; Potency, µM (titrated, usually from 57.7 µM), inactives show at the highest dose activity change, negative = decrease; note: nearly all actives have a fitted effect of over 55% in size
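Human K18 P301L tau (15 uM unlabeled plus 0.24 uM Alexa 594-labeled, final) in 100 mM sodium acetate pH 7 was mixed with compound and 20 uM heparin and incubated 6 hr at 37 C.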
Numbers without * were called inactive; ? = inconclusive; · = no result given; & = joins results of further samples; [ ] = remark or other dose. Unless noted, calls come from the whole dose curve; as a rule, active = well fitted curve in the direction sought with a large enough effect; inconclusive = small, poorly fitted or top-dose-only effect, or another doubt; inactive = no such curve, though single readings can be large; an effect the other way counts as inactive or inconclusive. Unless noted, % is set by controls: 0 for no effect and ±100 for the full control effect; potency is the fitted concentration of half-maximal effect.

SMILES	TR SRC2 fluor cs	ALDH1A1 block	Tau FP inhib	aGal spleen mod	TRb-SRC2 inh	L3MBTL1 block	Tau fibril ThT	Tau fluor counter
O=C(c1ccco1)N(Cc1cccs1)C1CCS(=O)(=O)C1 (stereo not given)	1%	-5%	-2%	-4%	-4%	·	-2%	-1%
COc1ccccc1N1CCN(c2ncc3c(n2)CCN(Cc2ccc(C)s2)C3)CC1	0%	·	1%	·	-3%	·	-18%	-13%
O=C1CCC(=O)N1OCCCOc1ccc2c(c1)CCC2	-6%	-5%	3%	1%	0%	-2%	-4%	2%
CCOC(=O)c1c(C)[nH]c(C(=O)CSc2nnc(-c3cccs3)n2Cc2ccccc2)c1C	-4%	-1%	2%	4%	-11%	4%	-15%	-7%
COc1ccc(NC(=S)NN2CCN(C)CC2)cc1OC	0%	-1%	5%	1%	-7%	-6%	-3%	-1%
COc1ccccc1NC(=O)CSc1nc2ccccc2c(=O)n1CCC(=O)NC1CCCCC1	-3%	·	-7%	·	-4%	·	6%	0%
C=CCOc1c(OC)cc(/C=N/Nc2cccc(C(=O)O)c2)c(Br)c1Br	-6%	?	?	3%	-2%	?	?	-28%
Cc1c(Br)c([N+](=O)[O-])nn1CC(=O)Nc1ccc(C(C)C)cc1	-3%	-21%	-11%	-7%	-7%	4%	-17%	?
CN(C)c1nc(N)nc(CSc2ccccn2)n1	3%	-4%	4%	1%	2%	·	-6%	-4%
Cc1ccc(NS(=O)(=O)c2ccc(Cl)s2)cc1S(=O)(=O)N(C)C	3%	3.2µM*	4%	-11%	-6%	6%	-11%	-21%
CCOC(=O)c1nc(Nc2ccc(Cl)cc2)c2c(C)noc2n1	-1%	·	-7%	·	-4%	·	-1%	-3%
CCOc1ccc(OCC)c(Nc2nc3ccccc3n3nnnc23)c1	-3%	·	-3%	·	11%	·	-5%	-11%
CS(=O)(=O)Oc1ccc(/C=N/NC(=O)c2ccncc2)cc1	-1%[53 µM]	8%	2%	0%	1%[53 µM]	3%	6%	13%
Cn1c2ccccc2c2n[nH]c(=O)nc21	-4%	-2%	-8%	8%	-5%	·	-7%	-7%
CCCCN(C)CCNC(=O)C(=O)c1c(C)[nH]c2ccccc12	1%	7%	4%	4%	0%	11%	-3%	0%
CCCSc1nc2sc3c(c2c(=O)n1-c1ccc(C)cc1)CCCC3	-1%	·	-7%	·	3%	·	?	-17%
c1ccc(Cc2ccc(OCCn3cncn3)cc2)cc1	0%	0%	14%	0%	1%	8%	-4%	-3%
CC(=O)Nc1nonc1-c1nnc(SCC(=O)Nc2cccc(F)c2)n1-c1ccccc1	-4%	·	-11%	·	2%	·	-1%	?
Cc1nc(NC(=O)COC(=O)C(NC(=O)c2ccco2)C(C)C)c(Cl)cc1Cl (stereo not given)	0%	25µM*	1%	-6%	-11%	·	-12%	1%
COc1ccc(C2C3C(C)=NN=C3CC(C)(O)C2C(C)=O)cc1 (stereo not given)	-2%	9%	-2%	6%	6%	2%	-1%	-1%
O=C(CN1C(=O)C2C3C=CC(C3)C2C1=O)Nc1nc2ccccc2[nH]1 (stereo not given)	0%	1%	-2%	4%	5%	·	-6%	-8%
CCOC(=O)c1cc(NC(=O)Nc2cc(C)ccn2)c(C)nc1C	-2%	4%	-7%	7%	-1%	4%	1%	2%
COC(=O)c1ccc(Cl)c(NC(=O)CN(c2ccc(OC)c(OC)c2)S(C)(=O)=O)c1	2%	2%	-4%	-1%	7%	3%	3%	0%
Cc1cccc(C)c1OCC(=O)Nc1ncn[nH]1	-1%&-1%	-6%	?	0%	-2%&0%	·	?	-3%&-8%
Cc1ccc(NC(=O)CSc2nc(-c3ccco3)cc(C(F)(F)F)n2)cc1C	-12%&-8%	1%	?	-3%	2%&0%	1%	1%&-8%	-16%&-11%
COc1cccc(C2C(C(=O)Nc3cccnc3)=C(C)Nc3nc(SCc4ccccc4)nn32)c1 (stereo not given)	1%	·	-7%	·	-2%	·	-17%	-21%
COc1ccc(-c2cc(C(F)(F)F)nc(SCC(N)=O)n2)cc1	5%	?	8%	12%	4%	-6%	4%	9%
N#CCCN(C(=O)COC(=O)Cc1ccc(Br)cc1)c1ccccc1	-1%	5%	0%	-2%	6%	·	-10%	-9%
CN(C)C(=O)c1ccc2c(c1[N+](=O)[O-])C(=O)c1ccccc1C2=O	-1%	9%	-4%	3%	6%	-11%	-9%	-6%
CC1(c2ccncc2)Nc2ccccc2-c2nc3ccccc3n21 (stereo not given)	-4%	?	-1%	8%	4%	1%	-4%	-3%
COc1ccc(CCNC(=S)N2CCC(Cc3ccccc3)CC2)cc1OC	-2%	?	14%	2%	-1%	-8%	?	-20%
CCC(C)N1CC(C(=O)O)CC1=O (stereo not given)	-7%	-4%	4%	-8%	3%	·	2%	-3%
COc1cc([N+](=O)[O-])cc(CN2CCCCC2)c1O	1%	1%	3%	-20%	10%	-9%	-11%	-9%
CC(C)OC(=O)Cn1c(=O)oc2ccccc21	-4%	2%	-2%	10%	-2%	·	0%	-4%
Cc1ccccc1C(c1c(C)n(C)n(-c2ccccc2)c1=O)c1c(C)n(C)n(-c2ccccc2)c1=O	-3%	·	-6%	·	2%	·	-4%	-8%
Cc1ccc(-c2nnc(Nc3cccc(O)c3)c3ccccc23)cc1S(=O)(=O)NCC1CCCO1 (stereo not given)	-4%	·	6%	·	5%	·	-11%	?
COC(=O)c1nn(-c2ccc(Cl)cc2)c(=O)cc1Sc1ccccn1	0%	0%	-15%	-2%	-7%	-2%	-7%	-8%
COc1ccc(-c2[nH]ncc2CN(C)Cc2cc(C)[nH]n2)c(F)c1	-2%[53 µM]	?	-3%	5%	0%[53 µM]	9%	-4%	-6%
CCc1cc(=O)oc2c(C)c(OCC(=O)Nc3ccc(S(=O)(=O)N(CC)CC)cc3)ccc12	-3%	·	-11%	·	5%	·	3%	?
CCCCN(C(=O)c1ccc(NC(=O)C(C)C)cc1)c1ccccc1	-3%	?	1%	-3%	7%	-4%	-5%	-11%

Entries of single compounds from above. Values in the order: TR SRC2 fluor cs	ALDH1A1 block	Tau FP inhib	aGal spleen mod	TRb-SRC2 inh	L3MBTL1 block	Tau fibril ThT	Tau fluor counter
`Cc1ccc(NC(=O)CSc2nc(-c3ccco3)cc(C(F)(F)F)n2)cc1C` is entered as -12%&-8%	1%	?	-3%	2%&0%	1%	1%&-8%	-16%&-11%
`COc1ccc(CCNC(=S)N2CCC(Cc3ccccc3)CC2)cc1OC` is entered as -2%	?	14%	2%	-1%	-8%	?	-20%
`COc1cccc(C2C(C(=O)Nc3cccnc3)=C(C)Nc3nc(SCc4ccccc4)nn32)c1` (stereo not given) is entered as 1%	·	-7%	·	-2%	·	-17%	-21%
`N#CCCN(C(=O)COC(=O)Cc1ccc(Br)cc1)c1ccccc1` is entered as -1%	5%	0%	-2%	6%	·	-10%	-9%

The list continues:
SMILES	TR SRC2 fluor cs	ALDH1A1 block	Tau FP inhib	aGal spleen mod	TRb-SRC2 inh	L3MBTL1 block	Tau fibril ThT	Tau fluor counter
Cc1ccc(NC(=O)CSc2nc3ccc(NC(=O)c4cccc(Cl)c4)cc3s2)c(C)c1	-6%	·	?	·	3%	·	10%	-22%
CCC(C)c1ccccc1OCCCCN1CCCC1 (stereo not given)	-1%	-5%	5%	8%	-2%	?	8%	1%
COc1cc(OC)c(S(=O)(=O)N2CCN(C(=O)c3ccccc3F)CC2)cc1NC(C)=O	-4%	0%	-2%	8%	-4%	-4%	-3%	-6%
COc1ccc(Cn2c(O)c(C=Nc3ccc(OC)cc3)c3ccccc3c2=O)cc1	-6%	?	12%	8%	-1%	4%	1%	?
Cc1cccc2[nH]c(SCC(=O)N3CCOCC3)nc12	-1%	6%	4%	-5%	-5%	7%	6%	9%
O=c1c(C=NCc2ccccc2)c(NCc2ccccc2)nc2ccccn12	-2%	?	1%	-6%	-1%	32%[activator]	-17%	-13%
CC(=O)Cc1cc(O)c2ccccc2c1OC(=O)c1ccccc1	0%	-2%	0%	7%	6%	-13%	-13%	?
Cc1ccc(-c2ncns2)cc1	1%	-5%	6%	6%	-7%	12%	-5%	-3%
COc1cccc(NC(=O)CN(Cc2ccccc2)S(=O)(=O)c2ccc3nc(C)sc3c2)c1	3%	·	-11%	·	-7%	·	-14%	-28%
CC(=O)/C(=C(/O)c1ccccc1)c1nc2ccccc2[nH]1	-3%	-1%	?	-6%	-2%	-6%	-1%	1%
O=C(O)CCC(=O)N1CCCC1	3%	14%	2%	2%	-2%	·	-1%	-5%
CC(C)NC(=O)C1CCN(c2nc3ccccc3nc2C(F)(F)F)CC1	-3%	·	-6%	·	3%	·	-9%	-10%
CCC(=O)Nc1nnc(S(=O)(=O)N2c3ccccc3CC2C)s1 (stereo not given)	-7%	·	-5%	·	1%	1%	?	?
CCCCC(=O)NCCc1c(Cc2ccccc2)[nH]c2ccccc12	-6%&-2%	?	?	17%&9%	9%&0%	·	-15%&-17%	?
CCc1nn(CC(=O)NC(C)c2ccccc2)c(=O)c2cc3sccc3n12 (stereo not given)	5%	·	-13%	·	-7%	·	4%	0%
Cc1cc(C)cc(OC(=O)CCN2C(=O)C3C4C=CC(C5CC45)C3C2=O)c1 (stereo not given)	-2%	-10%	11%	-6%	5%	7%	-10%	-3%
CNC(=O)CSc1nc2c([nH]c3ccccc32)c(=O)n1CCOC	5%	?	-3%	-3%	2%	·	-2%	-1%
O=C(NCCN1C(=O)C2C3C=CC(C3)C2C1=O)Nc1cccnc1 (stereo not given)	1%	-12%	-1%	1%	-5%	·	-12%	-6%
COc1ccccc1Nc1nc(N)nc(CN(C)C2CCCCC2)n1	3%	?	-5%	8%	-8%	16µM*	-9%	-4%
Cc1ccc2c(c1)N(C(=O)NCc1ccccc1)CCO2	1%	·	6%	·	-7%	·	13%	?
CCc1c(C(C)S(=O)(=O)c2ccccc2)[nH]c(=O)n1CC (stereo not given)	0%	?	-18%	3%	4%	4%	?	-4%
O=C(Nc1cccc(S(=O)(=O)N2CCOCC2)c1)C(c1ccccc1)N1CCCCC1 (stereo not given)	-1%	7.1µM*	6%	-5%	-14%	4%	-3%	-5%
Cc1ccc(C(=O)C2CCN(CC(=O)Nc3ccc4c(c3)OCCO4)CC2)cc1	-3%	-5%	2%	5%	-6%	-5%	-11%	-15%
